Assay outcomes: PubChem, Johns Hopkins Ion Channel Center
CHT block: inhibits the human high affinity choline transporter; CHT-expressing cells, membrane potential dye, choline response; hits give low values; actives 0.86% (n = 310,000); B-score at 10 µM; Q9GZV3;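 active = B-score over 3 SD under the library average, and starting fluorescence ratio not unusually high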;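 also: choline stimulus applied at its EC90 after an EC20 pre-addition; B-score computed on integrated fluorescence ratio after choline addition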
Target sequence (Q9GZV3 whole entry, looked up): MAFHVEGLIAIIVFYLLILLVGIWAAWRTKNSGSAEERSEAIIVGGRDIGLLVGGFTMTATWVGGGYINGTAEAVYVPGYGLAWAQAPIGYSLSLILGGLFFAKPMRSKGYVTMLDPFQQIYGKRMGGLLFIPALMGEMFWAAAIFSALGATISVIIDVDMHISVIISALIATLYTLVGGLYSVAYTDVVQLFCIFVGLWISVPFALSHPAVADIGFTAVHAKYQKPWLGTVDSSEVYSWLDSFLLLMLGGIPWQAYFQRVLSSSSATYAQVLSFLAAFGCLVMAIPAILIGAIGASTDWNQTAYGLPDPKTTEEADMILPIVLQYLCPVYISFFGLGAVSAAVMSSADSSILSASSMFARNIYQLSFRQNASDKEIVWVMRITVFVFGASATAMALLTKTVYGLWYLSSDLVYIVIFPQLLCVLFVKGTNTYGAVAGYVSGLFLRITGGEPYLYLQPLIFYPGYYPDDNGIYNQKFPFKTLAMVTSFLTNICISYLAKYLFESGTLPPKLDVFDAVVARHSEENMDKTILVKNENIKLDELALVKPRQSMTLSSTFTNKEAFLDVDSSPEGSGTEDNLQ
CHT PAM: human CHT allosteric activation; CHT-expressing cells, membrane potential dye, choline EC20; hits give high values; LV-AA mutant CHT in HEK293 cells; Q9GZV3; actives 0.49% (n = 310,000); B-score at 10 µM;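 active = initial fluorescence not abnormally high and integrated response B-score, plate-corrected, over 3 SD above library mean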
An asterisk follows results filed as active; i = inactive. Random draw from the library; about 1.4% have a hit in one of these screens.

SMILES	CHT block	CHT PAM
CC/C(=N\NC(=O)CSCc1ccccc1Cl)c1ccc2c(c1)OCCO2	i	i
Cc1cc(NC(=O)CSCC(=O)N(C)Cc2ccc(Cl)c(Cl)c2)no1	i	i
CCCCOc1ccc(N(CC(=O)NCc2ccco2)C(=O)CCC(=O)Nc2nccs2)cc1	i	i
C=CCn1c(C)cc(C(=O)COc2ccc(C)nc2[N+](=O)[O-])c1C	i	i
Cn1c(SCC(=O)NCC2CCCO2)nnc1-c1c[nH]c2ccccc12 (stereo not given)	i	i
CC(C)C(=O)Nc1cccc(-c2csc(-c3ccccc3)n2)c1	i	i
CC1(C)OCC(C2CC(c3ccccc3)NS(=O)(=O)O2)O1 (stereo not given)	i	i
Cn1nnnc1SCC(=O)NC(=O)NCc1ccccc1	i	i
O=C(CNC(=O)C(c1ccccc1)c1ccccc1)N/N=C\c1cccc(O)c1	i	i
Nc1c(C(=O)O)cnc2c(-c3ccc(Cl)cc3)cnn12	i	i

Overlap with the part before: 3 entries; new compounds follow.
SMILES	CHT block	CHT PAM
Cn1nnnc1SCC(=O)NC(=O)NCc1ccccc1	i	i
O=C(CNC(=O)C(c1ccccc1)c1ccccc1)N/N=C\c1cccc(O)c1	i	i
Nc1c(C(=O)O)cnc2c(-c3ccc(Cl)cc3)cnn12	i	i
Cc1ccnc(N2CCN(C(=O)CSc3nc4ccccc4nc3N3CCCCC3)CC2)c1	i	i
Cc1ccc(S(=O)(=O)C(C#N)c2nc3ccccc3nc2OCCO)cc1 (stereo not given)	i	i
COC(=O)c1c(-c2cc(C)ccc2C)csc1NC(=O)C1CC=CCC1C(=O)O (stereo not given)	i	i
COC(=O)CCC(=O)NNC(=O)Cc1ccccc1	i	i
COc1ccc(C2NC(=O)CCC2[N+](=O)[O-])c(OC)c1OC (stereo not given)	i	i
CC(=C/C(=O)O)/C=C/c1ccco1	i	i
CN1CSC2=C(C#N)C(c3cccc(OCc4ccccc4)c3)CC(=O)N2C1 (stereo not given)	i	i
N#C/C(=C\c1ccc([N+](=O)[O-])cc1)C(=O)NCCCn1ccnc1	i	i
CC(=O)Nc1ccc(S(=O)(=O)NCCc2ccccc2)cc1	i	i
CCc1ccccc1NC(=O)C1c2ccccc2Oc2ccccc21	i	i
COc1ccc(N2C(=O)CC(NC3CCCCNC3=O)C2=O)cc1 (stereo not given)	i	i
COc1ccc(CCNc2nc3ccccc3n3cnnc23)cc1OC	i	i
Brc1ccc2[nH]c3nc(SCCN4CCOCC4)nnc3c2c1	i	i
COc1ccc(OC)c(NC(=O)CSc2nnc(Cc3cccn3C)n2-c2ccc(F)cc2)c1	i	i
COc1ccc(-c2oc3ncn(CCN4CCOCC4)c(=N)c3c2-c2ccc(OC)cc2)cc1	i	i
CCN(CC)CCOC(=O)c1ccc(NC(=O)c2ccc(Cl)c(S(=O)(=O)N3CCCCCC3)c2)cc1	i	i
Oc1ccc(/C=N/Nc2cccc3cccnc23)c(O)c1	i	i
COc1ccc(NS(=O)(=O)c2ccc(NS(=O)(=O)c3cccs3)cc2)c(OC)c1	i	i
Cc1cc(=O)n2nc(N3CCCC(C(=O)N4CCN(c5ccccc5)CC4)C3)sc2n1 (stereo not given)	i	i
Cc1onc(NC(=O)c2ccc([N+](=O)[O-])o2)c1Br	i	i
COCCCn1c(SCC(=O)Nc2ccc(C(=O)OC)cc2)nc2ccccc2c1=O	i	i
Cc1ccc(OCCn2c(NC(=O)c3ccco3)nc3ccccc32)cc1	i	i
Cn1cc([N+](=O)[O-])c(C(=O)N/N=C/c2ccc3c(c2)OCO3)n1	i	i
COc1ccccc1C(=O)NNC(=O)C12CC3CC(CC(C3)C1)C2	i	i
COc1ccc(C2CC(c3c(-c4ccccc4)c4cc(Cl)ccc4[nH]c3=O)=NN2C(=O)CCC(=O)O)cc1 (stereo not given)	i	i
CCn1c(C(C)NC(=O)c2ccccc2C)n[nH]c1=S (stereo not given)	i	i
O=C(CSc1nccn1Cc1ccccc1)Nc1ccccc1	i	i
O=C(NCCC1CCCCN1S(=O)(=O)c1ccccc1)C(=O)NCc1ccco1 (stereo not given)	i	i
Cc1ccccc1-c1nnn(CC(=O)N2CCN(S(=O)(=O)c3ccc(Cl)cc3)CC2)n1	i	i
CC(=O)Nc1nc2n(n1)C(c1ccccc1)C=C(c1ccccc1)N2 (stereo not given)	i	i
CSc1ccccc1-n1nnnc1SCC(=O)NCc1cccs1	i	i
COc1ccc(CCNc2nc(-c3sc(C)nc3C)cs2)cc1OC	i	i
O=C(CNC(=O)c1ccc(Cl)cc1)N/N=C/c1cccnc1	i	i
CC(Oc1cccc(Cl)c1)C(=O)Nc1cc(Cl)ccc1N1CCOCC1 (stereo not given)	i	i
COc1cc(NC(=O)CCCC(=O)OCC(F)(F)C(F)F)nc(OC)n1	i	i
CCOC(=O)c1c(C)[nH]c(C)c1C(=O)CSc1nnc(-c2ccc(OC(F)F)cc2)o1	i	i
Cc1c(C(=O)N2CCN(c3ccccc3)CC2)sc2ncnc(N3CCN(c4ccccn4)CC3)c12	i	i
COc1ccc(CN2CCc3ccc(NC(=O)c4ccncc4)cc3C2)c(F)c1	i	i
COc1ccc(-c2nnc(SCC(=O)Oc3ccc(C)cc3)o2)cc1	i	i
CC(C)CN(C(=O)C(C)N1C(=O)c2ccccc2C1=O)c1c(N)n(Cc2ccccc2)c(=O)[nH]c1=O (stereo not given)	i	i
O=C(N/N=C\c1cc2c(cc1Cl)OCO2)c1cccs1	i	i
O=C(CN1C(=O)C2C3C=CC(C3)C2C1=O)Nc1ccc(S(=O)(=O)Nc2nccs2)cc1 (stereo not given)	i	i
COc1ccccc1C1NC(=O)c2ccccc2O1 (stereo not given)	i	i
Cc1ccc(S(=O)(=O)n2nc(OC(=O)c3cccc(F)c3)cc2N)cc1	i	i
CC(C)c1ccc(NC(=O)CCCC(=O)NCCc2ccccc2)cc1	i	i
O=C(CCc1ccccc1)NC(NC(=S)Nc1ccc(Br)cc1)C(Cl)(Cl)Cl (stereo not given)	i	i
Fc1ccc(-c2nnc(Cc3nnc(-c4ccc(F)cc4)o3)o2)cc1	i	i
CCC(C)/C(C)=N/NC(=O)C1COc2ccccc2O1 (stereo not given)	i	i
CCC[C@@H](CN[C@@H](CNC)C(C)C)NCCCCc1ccccc1	i	i
O=S(=O)(Cc1cccc(F)c1)c1c[nH]c2ccccc12	i	i
The list goes on.
SMILES	CHT block	CHT PAM
Cc1cc2ncn(-c3ncnc4sc5c(c34)CCCC5)c2cc1C	i	i
Cc1cc(C(=O)Cn2cc(C(F)(F)F)ccc2=O)c(C)n1-c1ccccc1	i	i
CCOC(=O)c1cn(CC(=O)Nc2cccc(Cl)c2C)nn1	i	i
CCOc1ccccc1N1CCN(C(=S)NCc2ccco2)CC1	i	i
COC(=O)c1ccc(Sc2nnnn2-c2ccccc2)c([N+](=O)[O-])c1	i	i
COc1ccc(C(=O)N[C@H](C(=O)NCc2ccccc2)C(C)C)cc1	i	i
CCCCn1c(N)c(N(CC(C)C)C(=O)CN2C(=O)c3ccccc3C2=O)c(=O)[nH]c1=O	i	i
Clc1ccc(-n2nnnc2-c2cnc(-c3ccccn3)nc2-c2cccs2)cc1	i	i
O=C(Cn1nnc(-c2ccncc2)n1)N1CCc2ccccc21	i	i
CCOC(=O)c1cc(NC(=O)c2cccnc2)cc(C(=O)OCC)c1	i	i
COc1cccc(C2CNC3(CCCC(C)C3)c3[nH]c4ccccc4c32)c1OC (stereo not given)	i	i
O=C(OCCN1C(=O)c2ccccc2C1=O)c1cccs1	i	i
CCCCN(C(=O)Cc1coc2cc(C)c(C)cc12)c1c(N)n(Cc2ccccc2)c(=O)[nH]c1=O	i	i
COc1ccc(NC2=C(Cl)C(=O)N(CCc3ccccc3)C2=O)c(OC)c1	i	i
O=C(Nc1cccc(F)c1)NC1CCCCCCC1	i	i
COc1cccc(NC(=O)Cn2c3ccccc3c3nc4n(c(=O)c32)CCS4)c1	i	i
Cc1ccccc1CS(=O)(=O)c1cn(CC(=O)N2CCOCC2)c2ccccc12	i	i
O=C(O)c1cc(N/N=C/c2ccc3c(c2)OCCO3)ccc1Cl	i	i
CCC(C)c1ccc(NC(=S)NCCn2cc(Br)cn2)cc1 (stereo not given)	i	i
O=C(C1=NN[C@@H]2C(=O)N(Cc3ccccc3)C(=O)[C@H]12)c1ccc(F)cc1	i	i

Arranged by molecular weight (largest number first): some entries from above.
SMILES	CHT block	CHT PAM
CCCCN(C(=O)Cc1coc2cc(C)c(C)cc12)c1c(N)n(Cc2ccccc2)c(=O)[nH]c1=O	i	i
COc1cccc(NC(=O)Cn2c3ccccc3c3nc4n(c(=O)c32)CCS4)c1	i	i
COc1cccc(C2CNC3(CCCC(C)C3)c3[nH]c4ccccc4c32)c1OC (stereo not given)	i	i

(cont.)
SMILES	CHT block	CHT PAM
COc1ccc(C(=O)NNC(=O)CSc2nnnn2-c2cc(OC)cc(OC)c2)cc1	i	i
CCNS(=O)(=O)c1ccc(NC(=O)Nc2ccc3c(c2)OCO3)cc1	i	i
Cc1cc(C(=O)O/N=C(\N)c2ccncc2)ccc1[N+](=O)[O-]	i	i
NC(=O)CN(Cc1ccccc1)S(=O)(=O)c1ccc2c(c1)OCCO2	i	i
O=C(OC(C(=O)NCc1cccs1)c1ccccn1)c1cccs1 (stereo not given)	i	i
O=C(CSc1nnc(-c2ccco2)n1Cc1ccco1)NCc1ccccc1	-5.1*	i
CN(CC(=O)O)S(=O)(=O)c1ccc2c(c1)n(C)c(=O)c(=O)n2C	i	i
O=C(Cn1c2c(sc1=O)C1c3ccccc3OCC1CS2)Nc1ccc(Cl)c(Cl)c1 (stereo not given)	i	i
Cn1cccc1C(=O)NC(=O)COC(=O)C12CC3CC(CC(O)(C3)C1)C2	i	i
c1ccc(CN2CCC(Nc3ncnc4sccc34)CC2)cc1	i	i

6 records drawn at random from those above:
SMILES	CHT block	CHT PAM
Cc1cc(C(=O)O/N=C(\N)c2ccncc2)ccc1[N+](=O)[O-]	i	i
c1ccc(CN2CCC(Nc3ncnc4sccc34)CC2)cc1	i	i
CCNS(=O)(=O)c1ccc(NC(=O)Nc2ccc3c(c2)OCO3)cc1	i	i
O=C(Cn1c2c(sc1=O)C1c3ccccc3OCC1CS2)Nc1ccc(Cl)c(Cl)c1 (stereo not given)	i	i
O=C(CSc1nnc(-c2ccco2)n1Cc1ccco1)NCc1ccccc1	-5.1*	i
NC(=O)CN(Cc1ccccc1)S(=O)(=O)c1ccc2c(c1)OCCO2	i	i

(continued)
SMILES	CHT block	CHT PAM
Cc1c(Cc2ccccc2)c(=O)oc2cc(OCC(=O)NC(Cc3ccc(Cl)cc3)C(=O)O)ccc12 (stereo not given)	i	i
COC(=O)c1ccc(C)c(NC(=O)CCNC(=O)c2ccc([N+](=O)[O-])cc2)c1	i	i
COC(=O)c1cn(S(=O)(=O)c2ccccc2)c2ccccc12	i	i
FC(F)(F)c1cc(-c2ccco2)nc(N2CCOCC2)n1	i	i
CC(C)n1c(CN(C)Cc2ccccc2)nc2c1c(=O)n(C)c(=O)n2C	i	i
COc1ccc(N2C(=O)/C(=C\c3ccco3)N=C2SCC(N)=O)cc1Cl	i	i
CSc1ccc(CN(C)CC(=O)Nc2ccc(C)cc2Br)cc1	i	i
CN1CCN(S(=O)(=O)c2ccc(Cl)c3ccccc23)CC1	i	i
CCn1c(SCC(=O)NCc2ccccc2)nnc1-c1cccnc1	i	i
COc1ccccc1N1CCN(C(=O)C2CCN(S(=O)(=O)c3ccc(F)cc3)CC2)CC1	i	i
CCCCC(=O)NCc1ccc2c(c1)cc(C)n2C	i	i
CS(=O)(=O)NCCSCc1ccco1	i	i
COC(=O)CNC(=O)c1cn(-c2ccc(C)c(C)c2)c(=O)c2ccccc12	i	i
O=C(NC1CCN(c2ncccn2)CC1)c1ccccc1Cl	i	i
COc1cccc(CNC(=O)c2ccccc2NC(=O)C2=C(C)OCCS2)c1OC	i	i
Cc1cc2ncn(S(=O)(=O)N3CCOCC3)c2cc1C	i	i
CCO[C@H]1OC(C(N)=O)=C[C@@H](c2coc3ccccc3c2=O)[C@@H]1CCCO	i	i
CC(C)C(=O)N=c1sc2cc(F)cc(F)c2n1C	i	i
COc1ccccc1CCC(=O)OCc1csc(CC(=O)Nc2ccccc2C)n1	i	i
O=C(CN1CCCCC1)N1CCN(c2ccccc2)CC1	i	i
O=C(c1ccc(S(=O)(=O)N2CCCCCC2)cc1)N1CCN(c2ccccn2)CC1	i	i
Cc1cc(C)c(C#N)c(N2CCN(c3ccccc3)CC2)n1	i	i
COc1ccc(C(=O)C2CCCN(C(=O)c3csc(C(C)=O)c3)C2)c(C)c1 (stereo not given)	i	i
COc1ccc(NC(=O)OC(C)C)cc1	i	i
Cc1c(Cl)c([N+](=O)[O-])nn1CC(=O)NC(C)C1CC2CCC1C2 (stereo not given)	i	i
O=C(Nc1ccccc1F)C1CCN(S(=O)(=O)c2cccnc2)CC1	i	i
NC(=O)c1cc2n(n1)C(C(F)(F)F)CC(c1ccco1)N2 (stereo not given)	i	i
COC(=O)Cn1cnc2c(cnn2-c2ccc(C)cc2)c1=O	i	i
COC(=O)c1ccc(C(=O)NC(=S)Nc2nc3c(s2)CCCC3)cc1	i	i
CCCCN1C(=O)C2C(C(=O)Nc3cccc(OC)c3)C3C=CC2(O3)C1C(=O)NC1CCCCC1C (stereo not given)	i	i
O=C1c2oc3ccc(F)cc3c(=O)c2C(c2ccc(F)cc2)N1CCCN1CCOCC1 (stereo not given)	i	i
C/C(=C\c1ccc(Br)cc1)C(=O)c1c(C)cc(C)[nH]c1=O	i	i
O=C(O)c1ccc(C(=O)O)c(C(=O)c2ccccc2)c1	i	i
CCOc1ccc(NC(c2ccccc2)P(=O)(OC)OC)cc1 (stereo not given)	i	i
COc1ccc(Nc2nc(N)nc(CSc3nnc(N)s3)n2)cc1	i	i
Cc1ccc(NC(=O)CN2CCOCC2)cc1C	i	i
O=C(COc1ccccc1)NC1CCSC1=O (stereo not given)	i	i

CHT block, hit marks shown above
| molecule | CHT block |
| --- | --- |
| O=C(CSc1nnc(-c2ccco2)n1Cc1ccco1)NCc1ccccc1 | -5.1* |
